Bioassay records (PubChem)
Rv3671c protease = Rv3671c serine protease inhibitors, primary screen, biochemical, fluorescence polarization, M. tuberculosis H37Rv; AID 2606, 2010; inhibition, % at 5.96 µM; 320,000 compounds, 0.048% hits; P9WHR9; in the data active = inhibition above about 38%;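 note: extracellular domain of Rv3671c used as enzyme; 0% = enzyme with DMSO and 100% = no enzyme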
MazF activator = activators of E. coli MazEF toxin-antitoxin RNase, primary screen, biochemical, fluorescence, uHTS; FAM/BHQ RNA-DNA oligo cleavage fluorescence, 5 h; 350,000 compounds, 0.32% hits; activation, % at 20 µM; in the data active = activation above about 50%
Target sequence (P0AE70 whole entry, looked up): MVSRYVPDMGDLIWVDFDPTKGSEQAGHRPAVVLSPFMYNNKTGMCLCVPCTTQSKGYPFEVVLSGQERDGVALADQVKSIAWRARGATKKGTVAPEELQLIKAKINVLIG
DUSP3 inh = VHR1 phosphatase inhibitors, primary screen, biochemical, absorbance, uHTS | recombinant VHR phosphatase, pNPP absorbance | inhibition, % at 13.3 µM | 290,000 compounds, 0.52% hits | AID 1654, 2009; in the data active = inhibition above about 50%; note: some compounds called inactive have numbers as strong as hits
Target sequence (P51452 whole entry, looked up): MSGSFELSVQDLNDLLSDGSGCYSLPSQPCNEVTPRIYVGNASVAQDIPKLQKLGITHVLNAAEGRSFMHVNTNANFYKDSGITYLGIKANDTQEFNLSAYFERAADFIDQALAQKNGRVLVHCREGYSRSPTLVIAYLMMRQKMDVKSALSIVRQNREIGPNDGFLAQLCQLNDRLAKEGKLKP
GDH-TPI counter = GDH-TPI coupling enzyme inhibitors, primary screen, artefact control for M. tuberculosis FBA inhibitor project, biochemical, absorbance, full deck; GDH-TPI coupled enzyme counterscreen, NADH absorbance; AID 588335, 2011; inhibition, % at 4.8 µM; 360,000 compounds, 1.2% hits;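 note: 0% = DMSO wells and 100% = wells lacking the enzyme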
UGM FP inh = M. tuberculosis UGM enzyme inhibitors, primary screen, biochemical, fluorescence polarization, single point; purified UGM, fluorescence polarization probe displacement; inhibition, % at 10 µM; 320,000 compounds, 0.06% hits; in the data active = inhibition above about 10%, passing the limit was not always enough; inconclusive = no clear call, values can overlap the other calls
Target sequence (P9WIQ1 whole entry, looked up): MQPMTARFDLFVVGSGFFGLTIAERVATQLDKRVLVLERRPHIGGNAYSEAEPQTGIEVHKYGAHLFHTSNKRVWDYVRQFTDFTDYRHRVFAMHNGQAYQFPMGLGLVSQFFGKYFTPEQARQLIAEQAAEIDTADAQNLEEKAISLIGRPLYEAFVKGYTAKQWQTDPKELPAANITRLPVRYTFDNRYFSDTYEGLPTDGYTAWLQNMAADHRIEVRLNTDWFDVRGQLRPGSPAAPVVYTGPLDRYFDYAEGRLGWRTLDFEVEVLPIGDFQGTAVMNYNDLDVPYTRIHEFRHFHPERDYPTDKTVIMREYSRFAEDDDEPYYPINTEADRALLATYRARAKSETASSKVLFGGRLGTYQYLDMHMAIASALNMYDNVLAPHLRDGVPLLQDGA
Mtb FBA inh = Mtb FBA enzyme inhibitors, primary screen, biochemical, fluorescence, strain H37Rv. purified M. tuberculosis FBA, fluorescence read-out. inhibition, % at 1 µM. 360,000 compounds, 2.3% hits. AID 588726, 2011; in the data active = inhibition above about 27%;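 note: 0% = vehicle and 100% = reference inhibitor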
Target sequence (P9WQA3 whole entry, looked up): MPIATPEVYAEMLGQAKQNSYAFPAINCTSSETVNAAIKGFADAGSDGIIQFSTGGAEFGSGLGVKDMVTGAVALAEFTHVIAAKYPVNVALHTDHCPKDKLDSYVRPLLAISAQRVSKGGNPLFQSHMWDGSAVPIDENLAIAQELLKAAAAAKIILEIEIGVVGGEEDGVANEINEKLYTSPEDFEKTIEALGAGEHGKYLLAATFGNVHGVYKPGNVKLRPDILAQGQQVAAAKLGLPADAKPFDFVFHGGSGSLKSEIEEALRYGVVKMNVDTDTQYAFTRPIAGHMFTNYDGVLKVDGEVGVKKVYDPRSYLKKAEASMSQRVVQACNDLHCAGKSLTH
FadD28 binding = inhibitors of FadD28 bisubstrate probe binding, primary screen, biochemical, fluorescence polarization, single point | Mycobacterium tuberculosis FadD28 fatty-acid-AMP ligase | inhibition, % at 12.5 µM | 360,000 compounds, 0.22% hits | AID 588549, 2011; in the data active = inhibition above about 8.5%, passing the limit was not always enough; inconclusive = no clear call, values can overlap the other calls
BoNT-F LC inh = BoNT/F light chain protease inhibitors, primary screen, biochemical, flow cytometry, MLPCN library. Multiplex microsphere protease cleavage assay. inhibition, % at 10 µM. 360,000 compounds, 0.22% hits. AID 588497, 2011; in the data active = inhibition above about 35%, passing the limit was not always enough; inconclusive = no clear call, values can overlap the other calls; note: plate controls were buffer without enzyme for full effect and enzyme alone for no effect
CCHFV vOTU inh = CCHFV vOTU protease inhibitors, primary screen, biochemical, Pep-AMC substrate, fluorescence; 370,000 compounds, 0.55% hits; inhibition, % at 11.5 µM; Crimean-Congo hemorrhagic fever virus L polyprotein viral ovarian tumor (vOTU) protease …; note: 0% = vehicle wells with enzyme and 100% = no enzyme wells
Mtb BioA inh = M. tuberculosis BioA enzyme inhibitors, primary screen, biochemical, plate reader, single point, HTS; 7,8-diaminopelargonic acid synthase BioA (Mycobacterium tuberculosis); purified M. tuberculosis BioA enzyme; 360,000 compounds, 0.096% hits; inhibition, % at 9.99 µM; AID 602481, 2012; in the data active = inhibition above about 40%; inconclusive = no clear call, values can overlap the other calls
Numbers without * were called inactive; ? = inconclusive; . = no result given; & = joins results of further samples. Cut-off read from the data, not from the text of the source, unless noted: active = inhibition above about 30%; inactive = the rest.

SMILES	Rv3671c protease	MazF activator	DUSP3 inh	GDH-TPI counter	UGM FP inh	Mtb FBA inh	FadD28 binding	BoNT-F LC inh	CCHFV vOTU inh	Mtb BioA inh
CCOc1ccc(NC(=O)CCC(=O)N/N=C/c2ccc3c(c2)OCO3)cc1	1	-5	8	10	-1.1	-3	-1.7	-1	-4	.
CC1Sc2ccccc2N(Cc2ccc(OC(F)(F)F)cc2)C1=O (configuration not stated)	.	.	.	6	.	4	-2.4	5	5	1.5
C=CCn1c(O)c(N=NC(=O)CNC(=O)/C=C/c2ccc(OC)cc2)c2ccccc21	-47	0	21	38*	1.0	0	-2.8	-8	5	-1.0
COC(=O)N/N=C/c1ccc(-c2ccc(C)c(Cl)c2)o1	-1	7	13	28	0.0	1	-1.6	-9	8	1.0
COc1ccc(O)c(C(=O)c2cnc3c(c2)c(-c2ccc(F)cc2)c(C#N)c(=O)n3C)c1	-3	28	24	11	0.8	-1	-0.3	-3	-3	.
O=C(c1ccccc1)c1c[nH]c(C(=O)NCCCn2ccnc2)c1	5	9	-12	11	-0.2	1	-0.8	23	1	1.5
CCCN1C(C)C(C(=O)OCC)=CN(Cc2ccc(Br)cc2)S1(=O)=O (configuration not stated)	.	-3	.	-9	.	0	-4.1	2	10	-1.5
Cc1ccc(CSCC(=O)Nc2cc(S(=O)(=O)N3CCOCC3)ccc2OCC(F)(F)F)cc1	.	0	.	6	.	1	-4.5	0	8	4.9
COc1ccccc1C1(CCNS(=O)(=O)c2ccc(C)cc2)CCOC(C(C)C)C1 (configuration not stated)	-11	5	-3	6	-1.4	2	-2.2	-4	-1	1.9
CCN(CC)CCNC(=O)Cn1nc(Cc2cccnc2)c2ccccc2c1=O	-3	6	27	-7	1.0	-1	-1.6	-4	16	1.2
O=C1CCC(C(=O)N2CCC(CCO)CC2)CN1Cc1ccc(Cl)cc1 (configuration not stated)	0	2	32	-3	0.4	-1	-2.6	-11	5	-0.9
Cc1ccc(OCCCC(=O)Nc2cc(S(=O)(=O)N3CCOCC3)ccc2N2CCOCC2)cc1	.	2	.	-3	.	-1	0.3	15	5	0.2
CC(=O)N1CCc2cc(S(=O)(=O)N3CCCCC3C)ccc21 (configuration not stated)	-2	4	22	1	-1.6	4	0.6	0	6	-0.2
CC(=NCc1cccnc1)c1c(O)n(Cc2ccccc2)c(=O)[nH]c1=O	-9	1	27	5	3.5	2	0.6	2	-1	7.4
Cc1ccc(N(C(C)C(=O)NCc2ccncc2)S(C)(=O)=O)cc1C (configuration not stated)	-5	-13	18	9	1.3	3	-1.9	0	-6	-0.6
O=C1c2ccccc2NC(c2cnc3ccccc3n2)N1O (configuration not stated)	10	-1	32	2	-0.9	2	-1.6	-1	1	-2.1
CC(=O)Nc1cccc2c1C(=O)N(c1ccccc1OC(C)=O)C2=O	0	-1	-1	2	-1.1	-1	1.4	-7	7	-1.4
O=C(c1ccc2c(c1)OCCO2)N1CCN(c2ncc(C(F)(F)F)cc2Cl)CC1	0	-1	.	6	.	-1	0.6	8	22	1.3
Cc1noc(C)c1NC(=O)N(C)C[C@H]1Oc2ccc(NC(=O)CCC(F)(F)F)cc2C(=O)N([C@H](C)CO)C[C@@H]1C	4	0	.	3	-0.4	0	0.9	-2	2	-1.5&0.2
Cc1cccc(NC(=O)Nc2ccncc2)c1	1	6	24	5	-2.5	-3	-5.6	0	-5	3.1
O=C(Nc1ccccc1C(=O)NC1CCCCC1)c1ccco1	5	2	36	-4	-2.0	1	-2.2	0	5	.
CCN(Cc1ccccc1)C(=O)C1CCN(C(=O)Nc2ccccc2)CC1	1	5	14	3	-3.4	2	1.3	-1	10	0.6
Cc1ccnc(NC(=S)NC(=O)c2cccs2)c1	2	6	0	12	1.5	-1	-1.9	8	-8	4.6
Cc1cc(OC(=O)c2ccccc2Cl)ccc1N1C(=O)CCC1=O	2	9	17	-4	2.9	4	-0.4	-7	7	.
O=C(COC(=O)Cc1ccc(F)cc1)NC(=O)NC1CCCC1	-1	-1	.	5	2.2	2	-1.9	-7	-3	0.6
Other compounds:
SMILES	Rv3671c protease	MazF activator	DUSP3 inh	GDH-TPI counter	UGM FP inh	Mtb FBA inh	FadD28 binding	BoNT-F LC inh	CCHFV vOTU inh	Mtb BioA inh
COc1cc2ccc(=O)oc2cc1OCC(O)C(C)(C)O (configuration not stated)	4	2	6	21	-0.8	138*	-1.5	-13	-142	-1.9
O=S(=O)(c1ccc(F)cc1)N1CCC(n2cnc3ccccc32)CC1	-11	7	-4	-7	-2.2	0	-2.9	-25	14	2.4
COc1ccc(OC)c(C2C(C(=O)Nc3ccc(F)cc3)=C(C)Nc3nc(CCCO)nn32)c1 (configuration not stated)	5	-4	19	17	-0.2	3	-1.5	-7	-1	-8.3
COc1ccccc1/C=C1\SC(=S)N(CCC(=O)NCCCn2ccnc2)C1=O	-7	-4	7	2	0.8	0	-1.2	7	13	0.0
Cc1ccc(C(=O)OC2CCS(=O)(=O)c3sccc32)cc1 (configuration not stated)	2	-2	7	2	0.0	-1	-5.8	-1	-5	1.7
COc1ccc(-c2nc3c4ccccc4ccn3c2C=O)cc1	-7	-37	44	7	0.4	-2	-1.3	-4	2	.
O=C(O)c1cc([N+](=O)[O-])c(Sc2nc3ccccc3[nH]2)c([N+](=O)[O-])c1	0	3	26	-4	0.5	-3	-3.9	-5	-1	-0.3
CCCN1CCN(C(=S)Nc2ccccc2C(F)(F)F)CC1	-2	2	-13	-5	-1.0	0	-3.5	-3	-10	-0.3
NC(=O)CC(NC(=O)Cc1ccc(Cl)cc1)c1ccc(NCC2CC2)c([N+](=O)[O-])c1 (configuration not stated)	-6	-1	3	18	-0.9	1	0.9	-2	-2	-8.8
CC(C)CN(C(=O)c1cccc(F)c1)c1c(N)n(CC(C)C)c(=O)[nH]c1=O	7	3	22	-2	-1.2	2	0.7	29	13	-2.2
COc1ccccc1CN1CCC(CNS(=O)(=O)c2cc(-c3cc(C)no3)ccc2C)CC1	-6	15	8	1	4.0	-2	-3.7	-1	0	-0.8
CC(C)N(C(=O)[C@H]1C[C@H](CC(=O)NCCC2=CCCCC2)C(=O)N2CCc3c([nH]c4ccc(Cl)cc34)[C@]12C)C(C)C	.	4	.	9	.	4	-1.4	-4	-3	-0.5
On1nnc2cc(C(F)(F)F)ccc21	3	-6	2	2	1.8	-1	-0.6	1	6	-0.1
COCCn1cnnc1SCC(=O)c1ccc(S(=O)(=O)N2CCCC2)cc1	2	7	-9	-4	-4.1	1	-1.5	26	9	0.0
CCOC(=O)C1=C(Nc2ccccc2)CSC1	.	7	.	13	.	-2	-3.8	3	-9	.
Cc1nn(Cc2ccccc2)c2c1C(c1ccco1)C(C#N)=C(N)O2 (configuration not stated)	-5	7	13	2	-2.0	4	-2.7	-22	6	-0.7
Cc1cc(N2CCN(C)CC2)ccc1NC(=O)c1c2c(nc3ccccc13)CCN(Cc1ccccc1)C2	3	10	22	0	-0.8	3	-0.7	-31	.	.
Cc1ccc(SCC(=O)NCCC2=CCCCC2)cc1	-1	-8	-15	12	-0.3	-3	-2.1	3	7	-4.8
CCOC(=O)C1=C(C)NC(=S)NC1c1cccs1 (configuration not stated)	-3	6	-4	6	-2.7	-5	-1.1	2	-20	.
CCN(CC)C(=O)[C@H]1C[C@H](CC(=O)NCc2ccco2)C(=O)N2CCc3c([nH]c4cc(-c5ccco5)ccc34)[C@]12C	.	6	.	-5	.	27	-3.4	5	-19	-2.1
CN(CC(=O)Nc1ccccc1Br)Cc1nc2ccccc2c(=O)[nH]1	2	-2	12	-6	-1.6	-1	-2.8	-8	2	0.1
O=C(CCC(=O)c1cccs1)OCC(=O)c1ccccc1F	.	-14	.	-1	.	-3	-2.9	0	-6	-3.0
CCn1cc(S(=O)(=O)c2ccc(OC)cc2)c(=O)c2cc(F)c(N3CCN(C)CC3)cc21	-4	-9	-6	14	-4.6	15	-0.8	5	-17	1.1
O=C(NCc1cccnc1)c1ccc(N2CCOCC2)c([N+](=O)[O-])c1	3	2	2	7	-3.5	0	-2.3	-7	7	.
NNC(=O)c1ccc(OCC2CC(c3ccc(Cl)cc3)=NO2)cc1 (configuration not stated)	-8	-4	2	-2	1.2	5	0.3	-16	4	-2.9
New compounds follow.
SMILES	Rv3671c protease	MazF activator	DUSP3 inh	GDH-TPI counter	UGM FP inh	Mtb FBA inh	FadD28 binding	BoNT-F LC inh	CCHFV vOTU inh	Mtb BioA inh
COc1cc2c(cc1OC)C[N+](C)(C)CC2	-5	2	12	0	0.2	4	-0.6	-2	1	-0.2
CC1CN(CC(O)c2ccc(Br)cc2)CCO1 (configuration not stated)	.	4	.	11	.	4	0.9	0	20	2.5
N#Cc1cccc(C#N)c1Oc1ccc(S(=O)(=O)Nc2ccc(Cl)cc2)cc1	-11	-8	24	7	-1.4	0	-7.4	2	-8	.
CC1(C)C(=O)Nc2ccccc2N1C(=O)COC(=O)CNS(=O)(=O)c1ccc(F)c(F)c1F	3	0	.	19	-1.4	5	0.8	-1	20	-5.6
CCOc1cc(-c2cc(-c3ccc(NC(C)=O)cc3)nc(N)c2C#N)ccc1O	-42	16	0	25	0.2	8	-5.7	?	-1	-0.8
S=c1[nH]ncn1/N=C/c1ccco1	.	-1	.	12	.	0	-0.2	-4	12	-0.4

Gathered by group: the entries above containing an aryl methoxy group (10)
SMILES	Rv3671c protease	MazF activator	DUSP3 inh	GDH-TPI counter	UGM FP inh	Mtb FBA inh	FadD28 binding	BoNT-F LC inh	CCHFV vOTU inh	Mtb BioA inh
C=CCn1c(O)c(N=NC(=O)CNC(=O)/C=C/c2ccc(OC)cc2)c2ccccc21	-47	0	21	38*	1.0	0	-2.8	-8	5	-1.0
COc1ccc(O)c(C(=O)c2cnc3c(c2)c(-c2ccc(F)cc2)c(C#N)c(=O)n3C)c1	-3	28	24	11	0.8	-1	-0.3	-3	-3	.
COc1ccccc1C1(CCNS(=O)(=O)c2ccc(C)cc2)CCOC(C(C)C)C1 (configuration not stated)	-11	5	-3	6	-1.4	2	-2.2	-4	-1	1.9
COc1cc2ccc(=O)oc2cc1OCC(O)C(C)(C)O (configuration not stated)	4	2	6	21	-0.8	138*	-1.5	-13	-142	-1.9
COc1ccc(OC)c(C2C(C(=O)Nc3ccc(F)cc3)=C(C)Nc3nc(CCCO)nn32)c1 (configuration not stated)	5	-4	19	17	-0.2	3	-1.5	-7	-1	-8.3
COc1ccccc1/C=C1\SC(=S)N(CCC(=O)NCCCn2ccnc2)C1=O	-7	-4	7	2	0.8	0	-1.2	7	13	0.0
COc1ccc(-c2nc3c4ccccc4ccn3c2C=O)cc1	-7	-37	44	7	0.4	-2	-1.3	-4	2	.
COc1ccccc1CN1CCC(CNS(=O)(=O)c2cc(-c3cc(C)no3)ccc2C)CC1	-6	15	8	1	4.0	-2	-3.7	-1	0	-0.8
CCn1cc(S(=O)(=O)c2ccc(OC)cc2)c(=O)c2cc(F)c(N3CCN(C)CC3)cc21	-4	-9	-6	14	-4.6	15	-0.8	5	-17	1.1
COc1cc2c(cc1OC)C[N+](C)(C)CC2	-5	2	12	0	0.2	4	-0.6	-2	1	-0.2
